Compound activity: PubChem, National Center for Advancing Translational Sciences (NCATS)
GAA glycogen mod – qHTS Assay for Inhibitors and Activators of Human alpha-Glucosidase Cleavage of Glycogen; recombinant GAA, glycogen substrate, Amplex Red glucose oxidase fluorescence; Potency, µM (titrated, usually from 76.4 µM), without a hit: at the highest dose activity change, negative = inhibition, hits mostly inhibitors; 0.38% of 300,000 active; active = well fitted inhibition curve with a large enough effect; inconclusive = small, poorly fitted or top-dose-only effect, or another doubt; inactive = no such curve, though single readings can be large or run the other way;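 note: 0% = full enzyme reaction and -100% = no-enzyme basal signal; the screen sought inhibitors and activators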
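Recombinant human enzyme (4 nM); glycogen substrate; 37 C, 40 min, pH 5.0. Readout: coupled glucose oxidase/Amplex Red fluorescence.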
An asterisk follows results filed as active; ? = inconclusive; [ ] = another dose, or the depositor's remark. Potency is the fitted concentration of half-maximal effect.

Start of the listing, in advance:
SMILES | GAA glycogen mod
O=C(c1ccc(Cl)cc1)n1cnc2ccccc21 | 13%[76.3 µM]
O=C(CCN1C(=O)/C(=C/c2ccccc2Cl)SC1=S)Nc1ccccc1C(=O)O | -2%

Results, from the start:
SMILES | GAA glycogen mod
O=C(c1ccc(Cl)cc1)n1cnc2ccccc21 | 13%[76.3 µM]
O=C(CCN1C(=O)/C(=C/c2ccccc2Cl)SC1=S)Nc1ccccc1C(=O)O | -2%
CC1(C)CC(NC(=O)c2ccccc2F)CC(C)(C)N1 | 1%[76.3 µM]
COC(=O)C(Cc1ccc(O)cc1)NC(=O)C(C)NC(=O)c1ccc(C(C)(C)C)cc1 (stereo not drawn) | -9%
Cc1cc(C)c(S(=O)(=O)Nc2nnc(C3CCCCC3)s2)c(C)c1 | -10%[76.3 µM]
CCOc1ccc(CNc2ncc(-c3ccccc3)n2C)cc1 | -13%[76.3 µM]
Cc1ccc(NC2CCCN(C(=O)CCN3CCCCO3)C2)cc1C (stereo not drawn) | -10%[76.3 µM]
O=C(COC(=O)c1cc(Cl)ccc1Cl)NC1CCCC1 | -1%
Cc1cc(O)ccc1NS(=O)(=O)c1ccc2c3c(cccc13)C(=O)N2 | ?
CCC1(C)Cc2ccccc2-c2[nH]c(=S)[nH]c(=O)c21 (stereo not drawn) | -26%[76.3 µM]
CCOC(=O)CNC(=O)c1cnc(Nc2ccccc2OC)c2ccccc12 | 0%
CN(C)C(=O)c1cc(C(=O)c2ccc(F)cc2F)c[nH]1 | 1%
COc1ccc(CCn2c(=N)c(C(=O)NC3CCCC3)cc3c(=O)n4cccc(C)c4nc32)cc1 | 2%[76.3 µM]
CCOC(=O)CCN1C(=O)c2ccccc2Sc2ncccc21 | 1%
Cc1cccc(NC(=S)NC(=O)c2oc3ccccc3c2C)n1 | 0%
Cc1ccnc(NC(=O)c2ccc(Cl)c(NC(=O)c3ccccc3C)c2)c1 | -6%[76.3 µM]
O=C(NCCc1cccnc1)C1CCC(=O)N(CCc2cccc(F)c2)C1 (stereo not drawn) | 4%[76.3 µM]
O=C1NN(c2ccc(Br)cc2)C(=O)/C1=C\c1ccc(O)cc1O | 8.9µM*
Cc1onc(-c2ccccc2Cl)c1C(=O)O/N=C(\N)c1ccccc1 | -3%[76.3 µM]
CCN(CC)Cc1c(C(=O)N/N=C(\C)c2ccncc2)nnn1-c1nonc1N | 5%
Cc1cccc(Oc2coc3cc(O)ccc3c2=O)c1 | -4%
Cc1nn(CCOc2cccc(Cl)c2)c(C)c1[N+](=O)[O-] | -8%[76.3 µM]
COc1cc(OC)cc(N(C(=O)c2snc(C(N)=O)c2N)C(C(=O)NCC2CCCO2)c2ccc(C)o2)c1 (stereo not drawn) | -5%[76.3 µM]
COc1ccccc1C(=O)C1CCCN(Cc2cccc(OCCO)c2)C1 (stereo not drawn) | 17%[76.3 µM]
NC(=O)C1CCCN(CC(O)COCc2ccc(Cl)cc2)C1 (stereo not drawn) | 0%
CCOc1cc(CNCc2ccccc2)ccc1OCC(=O)NC1CCCCC1 | -3%[76.3 µM]
CS(=O)(=O)c1ccc(Oc2ccc(-c3nnco3)cc2)c([N+](=O)[O-])c1 | 0%
CCOc1ccc(S(=O)(=O)N(CC)CC(=O)NC2CC2)cc1 | 6%[76.3 µM]
COc1ccc(CC(=O)N(C)CC(=O)Nc2ccccc2SC)cc1 | 3%
O=C(CCNC(=O)C1CCN(S(=O)(=O)c2ccccc2)CC1)NCCc1ccc(Cl)cc1 | -5%[76.3 µM]

In the list so far, these contain a nitro group on carbon.
SMILES | GAA glycogen mod
Cc1nn(CCOc2cccc(Cl)c2)c(C)c1[N+](=O)[O-] | -8%[76.3 µM]
CS(=O)(=O)c1ccc(Oc2ccc(-c3nnco3)cc2)c([N+](=O)[O-])c1 | 0%

Further records.
SMILES | GAA glycogen mod
CCN(Cc1ccccc1)C(=O)C1CCN(S(=O)(=O)c2ccc3c(c2)OCCO3)CC1 | -5%[76.3 µM]
O=S(=O)(NC1CC1)c1ccc(Cl)cc1F | 1%
NC1=NC(=O)/C(=C/c2cccc(-c3ccc(S(N)(=O)=O)cc3)c2)S1 | 17%[76.3 µM]
Cc1cc(C)c(C(=O)NCCCN2CCOCC2)c(C)c1 | 12%[76.3 µM]
COc1ccc(OC)c2nc(-c3ccncc3)ccc12 | 3%
CCOc1ccc(/C=N/NC(=O)c2cc3c(OC)cccc3[nH]2)cc1 | 5%
CCOC(=O)CN1N=C(c2ccc(C)cc2)CCC1=O | 0%
Cc1ccc(CNC(=O)C2CCC(=O)N(CCc3ccc(Cl)cc3)C2)s1 (stereo not drawn) | 0%[76.3 µM]
O=C(CSc1nncc(=O)[nH]1)NC1CCCCC1 | 13%
COc1cccc(N2CCN(C(C)C(=O)NC34CC5CC(CC(C5)C3)C4)CC2)c1 (stereo not drawn) | 3%
COc1ccc(C)cc1NC(=O)CSc1nc2ccccc2nc1N1CCCCC1 | -11%[76.3 µM]
COc1ccc(NC(=O)CSCC(=O)Nc2ccc(S(=O)(=O)N3CCCC3)cc2)cc1 | -2%[76.3 µM]
O=C(OCc1ccc([N+](=O)[O-])cc1Cl)c1cnccn1 | -4%[76.3 µM]
Cc1cccc(OCC(=O)N2CCc3ccccc3C2)c1 | -12%[76.3 µM]
COc1ccc(C)cc1NC(=O)C1CCN(S(=O)(=O)c2cccs2)CC1 | 8%
COc1ccc(C(CNC(=O)COc2ccc([N+](=O)[O-])cc2)N2CCCCC2)cc1 (stereo not drawn) | -2%[76.3 µM]
CSc1ccc(C2N=C(c3ccccc3)NO2)cc1 (stereo not drawn) | ?
O=C(Nc1ccnn1C1CCN(C(=O)c2cnsn2)CC1)c1cccc(F)c1 | -2%[76.3 µM]
O=C(Nc1nnc(SCc2ccccc2F)s1)C1=COCCO1 | -2%[76.3 µM]
Cc1ccc(N(CC(=O)NC2CCCCC2)C(=O)CNC(=O)c2cccs2)cc1 | 8%[76.3 µM]
CCOc1ccc(N=CNc2ccc(OCC)cc2)cc1 | -5%
CSc1ncc(Cl)c(C(=O)Nc2cc(C)ccc2C)n1 | 3%
Nc1ccc(-c2nc3ncccc3o2)cc1 | 5%[76.3 µM]
Clc1ccc(N2CCN(Cc3ccc(Br)o3)CC2)cc1 | 13%[76.3 µM]
Cc1ccsc1-c1cc(C(=O)O)c2c(ccc3ccccc32)n1 | -23%[15.3 µM]
CCOc1ccc(C2=CSC3=NCCN23)cc1 | -4%[76.3 µM]
NC(=O)CC(NC(=O)c1cccc(Br)c1)c1ccc(N2CCC(N3CCCCC3)CC2)c([N+](=O)[O-])c1 (stereo not drawn) | -1%[76.3 µM]
CC(C)(C)OC(=O)CNC(=O)c1nc[nH]c1C(=O)NCc1ccccc1 | 8%[76.3 µM]
Clc1ccc(/C=N/N2CCN(Cc3ccccc3)CC2)cc1 | 9%[76.3 µM]
CCCOc1ccccc1C(=O)Nc1ccc(S(=O)(=O)N2CCN(C)CC2)cc1 | 1%[76.3 µM]

Compounds from the list above containing an NH in an aromatic ring, in the order listed:
SMILES | GAA glycogen mod
CCC1(C)Cc2ccccc2-c2[nH]c(=S)[nH]c(=O)c21 (stereo not drawn) | -26%[76.3 µM]
CN(C)C(=O)c1cc(C(=O)c2ccc(F)cc2F)c[nH]1 | 1%
CCOc1ccc(/C=N/NC(=O)c2cc3c(OC)cccc3[nH]2)cc1 | 5%
O=C(CSc1nncc(=O)[nH]1)NC1CCCCC1 | 13%
CC(C)(C)OC(=O)CNC(=O)c1nc[nH]c1C(=O)NCc1ccccc1 | 8%[76.3 µM]

Remaining list, next part
SMILES | GAA glycogen mod
Cc1ccc(C2CC(c3cccs3)=NN2C(=O)CSC2=NCCS2)cc1 (stereo not drawn) | 1%[76.3 µM]
S=C(NCc1ccccc1)NC1CCSc2ccccc21 (stereo not drawn) | 0%[76.3 µM]
COc1ccc2[nH]c3c(NCCCOC(C)C)ncnc3c2c1 | -4%
CCN(CC(=O)N1CCCC1)S(=O)(=O)c1ccc(Br)cc1 | 3%[76.3 µM]
COc1ccc(CNC(=O)CN(C)Cc2ccc(SC)cc2)cc1 | -1%
CCOC(=O)c1sc(NC(=O)CS(=O)(=O)c2ccc(C)cc2)nc1C | -4%
Cc1ccccc1N1CCN(C2CCCN(C(=O)c3snnc3C)C2)CC1 (stereo not drawn) | -3%[76.3 µM]
O=C(CSc1nnc(-c2ccccc2Cl)o1)N1CCCC1 | -17%
COc1ccc(CNC(=O)COc2cc3c(c4oc(=O)cc(C)c24)CCC(C)(C)O3)cc1OC | -11%[76.3 µM]
C[C@@H]1CCC2[C@](C)(CO)[C@@H](O)CC[C@]2(C)[C@@]12C[C@](CO)(CC(=O)O)CO2 (stereo partly drawn) | -8%
CCCOc1cccc(C(=O)Nc2ccc(CN3CCOCC3)cc2)c1 | 7%[76.3 µM]
O=S(=O)(NC1Cc2ccccc2C1)c1ccccc1 | 1%
COc1ccccc1NC(=O)C1CCCN(c2cnccn2)C1 (stereo not drawn) | -5%[76.3 µM]
O=C(c1ccc(N2CCCCS2(=O)=O)cc1)N1CCN(c2ccccc2F)CC1 | -1%[76.3 µM]
Cc1cc2oc(C(=O)N(Cc3ccccc3)C3CCS(=O)(=O)C3)c(C)c2cc1C (stereo not drawn) | -4%[76.3 µM]
O=C(O)C1CCC(CNS(=O)(=O)c2ccccc2)CC1 (stereo not drawn) | -7%
Cc1c(C(=O)N2CCCCC2)c(S(=O)(=O)N2CCC(C)CC2)c(C)n1C | 0%[76.3 µM]
COc1ccc(CC(=O)NNC(=O)c2ccccn2)cc1 | -16%[76.3 µM]
O/N=C/c1ccc2cccc(OCc3ccccc3)c2n1 | -5%
CSc1ccc(CN2CCC(N3CC(C)OC(C)C3)CC2)cc1 (stereo not drawn) | 11%[76.3 µM]
COc1ccc(CNS(=O)(=O)c2ccc(Br)s2)cc1 | -11%
Cc1c(OCC(=O)N2CCC(C(N)=O)CC2)ccc2c3c(c(=O)oc12)CCC3 | -10%[76.3 µM]
O=C(CSc1ncnc2sc3c(c12)CCC3)NCC1CCCO1 (stereo not drawn) | -8%[76.3 µM]
CCCCCOC(=O)C1=C(C)NC(=O)NC1c1ccc2c(c1)OCO2 (stereo not drawn) | 2%[76.3 µM]
O=C(Nc1ccccc1C(=O)O)c1ccc(NC(=O)C2CC2)cc1 | 4%[76.3 µM]
Cc1ccc(C(=O)NCc2ccc(N3CCN(C)CC3)cc2)cc1C | 3%
CC(C)C(=O)N1CCN(c2nc3ccc(Cl)cc3s2)CC1 | -3%[76.3 µM]
CC(=O)N[C@H]1[C@H](Oc2ccc3c(c2)CCC2C3CC[C@]3(C)C(=O)CCC23)O[C@H](CO)[C@@H](O)[C@@H]1O (stereo partly drawn) | 9%
NC(=O)C[n+]1cccc(C(=O)Nc2ccccc2)c1 | -7%[76.3 µM]
COC(=O)CN1C(=O)[C@H]2[C@@H](/C=C/c3ccccc3)N3C(=O)CN(Cc4ccccc4)C(=O)[C@@]3(Cc3ccccc3)[C@H]2C1=O | 20%[76.3 µM]
Cc1c(C)c2cc(Cl)c(OCC(=O)NC3CC(C)(C)NC(C)(C)C3)cc2oc1=O | -10%[76.3 µM]
CC(=O)Nc1ccc(NC(=O)c2cccc3ccccc23)cc1 | 1%[76.3 µM]
CC(C)CCN(C(=O)c1csnn1)C(C(=O)NC1CCCC1)c1ccc(F)cc1 (stereo not drawn) | -1%
O=C(O)c1ccccc1Oc1ccc(Oc2ccccc2)cc1 | 3%[76.3 µM]
COCCNC(=O)CN1C(=O)COc2ccc(S(=O)(=O)N3CC(C)CC(C)C3)cc21 (stereo not drawn) | 6%[76.3 µM]
COc1cc(C(=O)Nc2ccc(NC(=O)C3CCCCC3)nc2)cc(OC)c1OC | -3%[76.3 µM]
COc1ccc(CCCC(=O)Nc2cc(C)ccc2OC)cc1 | 1%[76.3 µM]
O=c1[nH]c(C2CCN(S(=O)(=O)c3ccccc3)CC2)nc2c1nnn2Cc1ccc2c(c1)OCCO2 | -22%[76.3 µM]
CCN(CC(=O)Nc1ccccc1C(F)(F)F)C(=O)c1cc(S(=O)(=O)N(C)C)ccc1N1CCCC1 | 6%[76.3 µM]
Brc1ccc2c(c1)CN1CCCC1=N2 | 4%
O=C(CN1C(=O)NC2(CCCCC2)C1=O)NCCc1c[nH]c2ccccc12 | -2%[76.3 µM]
CCOc1ccc(N(CC(=O)Nc2ccc(OC)cc2)C2=NC3CS(=O)(=O)CC3S2)cc1 (stereo not drawn) | -1%[76.3 µM]
Cc1c(Cl)cccc1NC(=O)CSc1nnc(C)n1CC1CCCO1 (stereo not drawn) | 0%
COc1cc(/C=C2/C(=O)NN(c3ccccc3)C2=O)cc(Br)c1O | ?
COc1ccc(OC)c(NC(=O)NNC(=O)c2cc3occc3[nH]2)c1 | ?
N#Cc1ccc(-c2ccc(OCC3CNC(=O)O3)cc2)cc1 (stereo not drawn) | 0%[76.3 µM]
CCOc1ccc2[nH]c3c(NCCN(CC)CC)ncnc3c2c1 | 7%
O=C(COc1ccc(S(=O)(=O)Nc2ccc(Cl)cc2)cc1)N1CCOCC1 | -6%[76.3 µM]
CCCCn1c(-c2ccc(OC)cc2)nc2c(=O)n(C)c(=O)[nH]c21 | -1%
Cc1ccc(OCC(=O)OCC(=O)c2cccc([N+](=O)[O-])c2)cc1C | -5%[76.3 µM]

These rows are one share of the data; count on the stated rates, not on these rows.
